SRC1 inh = SRC1 coactivator transcriptional activity inhibitors, primary screen, cell-based, luminescence | HEK293 GAL4-SRC1 luciferase reporter | 360,000 compounds, 0.12% hits | Nuclear receptor coactivator 1 (Homo sapiens), Q15788 | inhibition, % at 3.6 µM;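 active means inhibition above the campaign mean plus 3 SD, with each screening campaign given its own cutoff, cut at about 60% in these data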;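 further: 0% = DMSO treated cells and 100% = gossypol at 36 µM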
COUP-TFII inh = NR2F2 transcriptional activity inhibitors, primary screen, cell-based, luciferase reporter, HEK293T, luminescence; COUP transcription factor 2 (Homo sapiens), P24468; HEK293T NGFI-A luciferase reporter; inhibition, % at 8.6 µM; 370,000 compounds, 0.7% hits; AID 686940, 2013;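 active means inhibition above a per-plate cutoff, mean inhibition of test wells between control levels plus 3 SD, cut at about 38% in these data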;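 further: cells cotransfected with COUP-TFII expression vector driving the NGFI-A reporter; 0% = median of COUP-TF2 test wells and 100% = reporter-only cells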
Target sequence (P24468 whole entry, looked up): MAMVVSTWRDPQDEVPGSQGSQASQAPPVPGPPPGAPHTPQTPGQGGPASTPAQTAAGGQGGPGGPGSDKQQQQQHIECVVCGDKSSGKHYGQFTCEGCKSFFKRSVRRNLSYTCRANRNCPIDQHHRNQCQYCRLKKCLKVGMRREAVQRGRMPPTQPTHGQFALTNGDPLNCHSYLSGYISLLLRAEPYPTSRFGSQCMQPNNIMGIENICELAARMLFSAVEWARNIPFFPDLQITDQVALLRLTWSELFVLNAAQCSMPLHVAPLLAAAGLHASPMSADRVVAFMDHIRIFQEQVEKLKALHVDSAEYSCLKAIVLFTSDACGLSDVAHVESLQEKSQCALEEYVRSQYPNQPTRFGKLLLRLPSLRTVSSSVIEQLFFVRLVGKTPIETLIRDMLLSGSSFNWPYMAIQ
C8 TRAIL sens = viability loss with TRAIL in NB7+C8 cells, primary screen, TRAIL sensitizer project, cell-based, ATPlite luminescence | AID 624354, 2012 | inhibition (viability loss, TRAIL sensitization), % at 10 µM | 360,000 compounds, 1% hits;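 active means compounds causing at least 50% loss of cell viability in the single-dose screen, relative to plate controls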
EBV LMP1 NFkB = EBV LMP1-driven NF-kappaB luciferase reporter inhibitors, primary screen, cell-based, luminescence, single point. LMP1-induced NF-kappaB luciferase reporter cells. inhibition, % at 12.5 µM. 350,000 compounds, 0.69% hits; in the data active means inhibition above about 41%;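 further: 0% = neutral control wells and 100% = reference inhibitor control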
SRC3 inh = SRC3 coactivator transcriptional activity inhibitors, primary screen, cell-based, luminescence. Nuclear receptor coactivator 3 (Homo sapiens), Q9Y6Q9. HEK293 GAL4-SRC3 luciferase reporter. inhibition, % at 3.6 µM. 360,000 compounds, 0.17% hits;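 active means inhibition above a per-campaign cutoff, the mean of all compounds plus 3 SD, cut at about 60% in these data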;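 further: 0% = DMSO-treated cells and 100% = gossypol-treated cells at 36 µM; higher means less SRC3-driven luciferase light from the GAL4 reporter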
LRH-1 inv ag = LRH-1 (NR5A2) inverse agonists, primary screen, cell-based, luminescence, HEK293T, StAR-luciferase reporter; LRH-1 transfected, 24 h; Nuclear receptor subfamily 5 group A member 2 (Homo sapiens), O00482; inhibition, % at 3.6 µM; 360,000 compounds, 0.13% hits;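 active means inhibition above the mean inhibition of all tested compounds plus 3 SD, cut at about 73% in these data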;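 further: 0% = DMSO wells and 100% = reporter-only cells lacking LRH-1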
Target sequence (O00482 whole entry, looked up): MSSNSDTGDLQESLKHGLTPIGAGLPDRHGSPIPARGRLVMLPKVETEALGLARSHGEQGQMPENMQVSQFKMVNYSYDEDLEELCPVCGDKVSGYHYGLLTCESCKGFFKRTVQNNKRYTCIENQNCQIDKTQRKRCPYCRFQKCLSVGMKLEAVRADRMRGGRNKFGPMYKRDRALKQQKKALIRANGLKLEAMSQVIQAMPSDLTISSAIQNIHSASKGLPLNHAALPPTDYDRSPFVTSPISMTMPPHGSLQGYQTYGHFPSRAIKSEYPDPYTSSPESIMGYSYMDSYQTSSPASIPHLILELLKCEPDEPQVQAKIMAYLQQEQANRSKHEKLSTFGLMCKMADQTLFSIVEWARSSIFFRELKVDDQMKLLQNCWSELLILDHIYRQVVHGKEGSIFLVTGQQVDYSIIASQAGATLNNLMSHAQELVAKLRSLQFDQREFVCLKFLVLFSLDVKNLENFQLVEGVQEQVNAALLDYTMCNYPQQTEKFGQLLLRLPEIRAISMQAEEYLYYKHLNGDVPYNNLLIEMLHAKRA
TROY NFkB inh = inhibitors of TROY-driven NF-kB signaling, primary screen, Q293 LMP1-TROYcd cells, NF-kB luciferase, uHTS. Q293 LMP1-TROYcd NF-kB luciferase reporter, 4 h. inhibition, % at 10 µM. 360,000 compounds, 0.98% hits. AID 1347056, 2019;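 active means compounds whose plate-normalised and pattern-corrected inhibition of the luciferase reporter signal at the single screening dose is 50% or more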
Shn3 3UTR inh = reduction of Shn3 3'UTR firefly luciferase signal, primary screen, Schnurri-3 inhibitor project, cell-based, Clone20 osteoblasts, set 2. Clone20 osteoblast Shn3 3'UTR firefly luciferase, 24 h. inhibition, % at 12.5 µM. 360,000 compounds, 0.52% hits. AID 588674, 2011;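 active means mean inhibition of at least 75% with every replicate also reaching 75%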;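 further: 0% = median of neutral control wells and 100% = pilot-screen positive control compound; some compounds past the cut are filed as inactive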
KKLEB cytotox = cytotoxicity in KKLEB CF airway cells, primary screen, cytotoxicity control for CF NF-kB inhibitor project, cell-based, uHTS, fluorescence assay plates; activity change (cytotoxicity), % at 5 µM; KKLEB CF airway cells viability, ATPlite luminescence, overnight; active compounds read low; cells stimulated with P. aeruginosa culture filtrate; 360,000 compounds, 0.36% hits;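 active means corrected activity change at or below -50% at 5 µM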
CF NFkB block = inhibitors of PAF-induced NF-kB signaling, primary screen, cell-based, GFP fluorescence, uHTS; KKLEB NF-kB-GFP reporter, GFP fluorescence overnight; inhibition, % at 5 µM; 360,000 compounds, 0.86% hits;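 active means at least 50% inhibition at 5 µM, scaled per plate between neutral and stimulator controls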;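 further: PAF is a Pseudomonas aeruginosa culture filtrate used as stimulus; plate controls were PAF-stimulated DMSO wells for no effect and unstimulated DMSO wells for full effect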
TWEAK-Fn14 inh = inhibitors of TWEAK-Fn14 signaling, primary screen, luciferase reporter cells, uHTS; inhibition, % at 10 µM; 360,000 compounds, 2% hits; TWEAK-stimulated Fn14 reporter cells, luciferase luminescence, 8 h; AID 1159606, 2016; in the data active means inhibition above about 50%
Numbers without * were called inactive; x = not tested or not shown. This is a subset. The share of hits here may be higher or lower than overall.

SMILES	CF NFkB block	SRC1 inh	LRH-1 inv ag	Shn3 3UTR inh	SRC3 inh	KKLEB cytotox	COUP-TFII inh	EBV LMP1 NFkB	C8 TRAIL sens	TROY NFkB inh	TWEAK-Fn14 inh
CC(c1ccco1)N(C(=O)c1ccc(S(=O)(=O)N2CCCCC2)cc1)c1ccccn1 (stereo not given)	7.9	-15.4	12.7	13.4	5.2	5.0	-4.7	-2.9	7.9	-35.5	1.7
CCc1nnc(SCC(=O)Nc2ccccc2Cl)nc1CC	4.4	-4.2	-0.6	-9.0	22.7	9.5	2.0	-3.6	-44.7	11.8	-1.6
c1cc2c(cc1C1=Nn3c(nnc3C3CCCCC3)SC1)OCO2	12.0	-18.4	15.3	20.9	20.1	-14.4	3.1	2.2	12.8	15.6	-2.4
CCOC(=O)C1=C(N)OC2=C(C(=O)CCC2)C1c1ccc(C)s1 (stereo not given)	-7.1	-10.2	-11.9	15.1	-10.5	10.3	-6.3	4.0	3.4	-48.0	-29.4
COc1cc2ccccc2cc1C(=O)Nc1ccc(S(=O)(=O)Nc2cc(C)on2)cc1	-29.4	-9.7	-33.3	-34.3	-4.6	13.1	-2.7	-3.6	-9.1	2.2	-0.1
O=C(O)c1cc(S(=O)(=O)N2CCCCC2)ccc1N1CCCCC1	1.7	-36.2	1.1	1.2	-6.2	7.0	-14.1	15.1	-5.6	5.5	11.7
O=C(NC1=NCCS1)c1cccc(OC(F)F)c1	-17.2	-98.5	-94.7	-93.8	-76.6	-0.5	-29.0	-31.5	7.0	-38.9	-14.0
CCOc1ccc(NC(=O)CN(C)Cc2cc(=O)n3c(-c4ccccc4)csc3n2)cc1OCC	-13.3	-6.4	6.3	20.6	-0.1	-2.8	11.9	7.9	-4.8	12.6	7.7
Cc1ccnc(NS(=O)(=O)c2ccc(N3C(=O)C4CCCCC4C3=O)cc2)n1 (stereo not given)	-2.0	-1.2	-2.4	-3.9	-10.7	-1.6	8.2	2.7	7.0	17.9	22.2
COc1ccc(S(=O)(=O)N2CC(=O)Nc3ccccc32)cc1	19.7	11.8	0.5	-8.1	16.5	-5.3	13.6	-3.9	-16.0	14.0	0.2
COc1cccc(N=Nc2c(=O)[nH]n3c(C)cc(C)nc23)c1	-6.4	-10.7	9.4	0.8	-14.7	7.0	10.2	-0.9	-1.4	-8.2	-8.7
COc1ccc(N(C(C)C(=O)N/N=C/c2cc(Br)c(C)o2)S(C)(=O)=O)cc1 (stereo not given)	9.3	-7.8	-6.5	15.0	1.3	5.0	2.3	-9.7	-4.7	2.2	12.8
Cc1[nH]n(-c2cccc(Cl)c2)c(=O)c1-c1ccc(Cl)cc1	43.8	-9.8	-7.6	25.6	-4.7	-12.2	-1.6	15.0	3.3	40.9	-5.1
O=C(CCN1C(=O)CSc2ccccc21)Nc1cccc(C(F)(F)F)c1	16.9	6.1	-32.3	-17.0	9.7	11.8	11.8	-5.3	10.1	-1.9	-15.4
COc1ccc(C(=O)Nc2ccc(C)cn2)c(OC)c1	-16.6	-7.7	-30.9	17.7	38.0	-62.9*	54.9*	75.0*	90.6*	75.9*	102.4*
C/C(=C\C(=O)c1ccc(C)cc1)Nc1cccc(O)c1	-11.3	-6.8	13.3	-42.0	3.1	10.2	3.9	-33.1	23.8	2.1	-29.8
CCc1nc(C)cc2c1sc1ccccc12	24.8	1.5	5.7	41.9	17.5	-8.9	1.3	x	-3.2	-27.6	-2.0
Cc1ccc(NC(=O)CN2CCOCC2)cc1Cl	-7.4	-2.9	-21.9	-12.9	-12.8	-1.5	-12.5	0.3	-2.4	16.4	-1.0
CCN(CC)CCNC(=O)CS(=O)Cc1nc(-c2ccc(Cl)cc2)oc1C (stereo not given)	13.8	-14.7	0.8	4.6	-6.8	0.3	-21.7	4.2	0.9	-5.5	-2.2
O=C(NCCN1CCOCC1)c1ccc(F)cc1	-15.9	-6.7	10.2	-2.6	-9.1	8.2	-18.5	2.8	2.0	-14.7	0.8

Profiles, quoted from the list.
Listed for CCN(CC)CCNC(=O)CS(=O)Cc1nc(-c2ccc(Cl)cc2)oc1C (stereo not given) → CF NFkB block = 13.8; SRC1 inh = -14.7; LRH-1 inv ag = 0.8; Shn3 3UTR inh = 4.6; SRC3 inh = -6.8; KKLEB cytotox = 0.3; COUP-TFII inh = -21.7; EBV LMP1 NFkB = 4.2; C8 TRAIL sens = 0.9; TROY NFkB inh = -5.5; TWEAK-Fn14 inh = -2.2
Listed for O=C(CCN1C(=O)CSc2ccccc21)Nc1cccc(C(F)(F)F)c1 → CF NFkB block = 16.9; SRC1 inh = 6.1; LRH-1 inv ag = -32.3; Shn3 3UTR inh = -17.0; SRC3 inh = 9.7; KKLEB cytotox = 11.8; COUP-TFII inh = 11.8; EBV LMP1 NFkB = -5.3; C8 TRAIL sens = 10.1; TROY NFkB inh = -1.9; TWEAK-Fn14 inh = -15.4

(more compounds)
SMILES	CF NFkB block	SRC1 inh	LRH-1 inv ag	Shn3 3UTR inh	SRC3 inh	KKLEB cytotox	COUP-TFII inh	EBV LMP1 NFkB	C8 TRAIL sens	TROY NFkB inh	TWEAK-Fn14 inh
CCNc1nc(NCC)nc(N2CC(=O)N(CC(=O)OCC)C2=N)n1	16.1	-15.3	-2.5	5.3	12.1	-2.1	16.3	4.2	4.1	18.6	-6.1
O=C(NC1CCCCC1)C(c1ccccc1)N(Cc1cccnc1)C(=O)c1csnn1 (stereo not given)	3.6	-2.6	-20.3	5.9	6.7	2.3	-7.0	1.9	-0.4	-6.6	1.5
Cc1nonc1OCCNCCNc1ccc([N+](=O)[O-])cc1Cl	-2.7	10.1	7.1	10.8	4.8	-2.9	-18.3	8.4	9.7	-2.5	-15.7
O=C1c2cc(Br)ccc2OC2C=CC=CC12 (stereo not given)	-130.4	-6.1	-16.3	-51.2	-27.1	8.5	-8.3	-11.3	-0.4	-65.6	-35.1
COc1ccc(NC(=O)CSc2nc3[nH]ncc3c(=O)[nH]2)c(OC)c1	6.4	-39.1	33.2	-1.2	5.1	7.0	-3.5	-12.0	-1.7	-23.6	2.8
O=P(/C(=N/O)Sc1ccccc1)(N1CCOCC1)N1CCOCC1	-4.1	-2.9	13.6	-30.7	-0.7	5.9	5.9	-3.5	-7.4	4.9	8.2
COc1ccc(C2C(Oc3ccccc3)C(=O)N2c2ccc(C)c(C)c2)cc1OC (stereo not given)	21.1	0.2	3.8	11.3	7.2	-11.2	11.6	1.0	21.4	-1.4	27.2
CC(C)NC(=O)c1cc(-c2cccs2)nc2ccccc12	-18.0	-14.2	-3.0	-6.9	-5.6	0.8	-12.5	-0.3	1.1	-5.8	5.9
Cn1cc(-c2cccc(C(F)(F)F)c2)cc(C#N)c1=O	-4.8	2.1	0.2	-7.8	23.6	5.6	-0.5	10.6	19.3	-2.7	-2.0
Cc1ccc2[nH]c(-c3ccccc3)cc(=O)c2c1	41.8	-137.9	-74.7	-20.1	-112.6	-22.1	-27.6	18.1	52.5*	-30.6	-5.2
Cc1nc(N2CCOCC2)[nH]c(=O)c1CCC(C)C	-3.9	5.5	3.2	-4.2	-1.1	16.0	-0.5	-3.8	-3.6	-34.5	1.8
COc1cccc(OCc2cc(C(=O)N3CCC(C(O)C(C)C)CC3)no2)c1 (stereo not given)	14.0	-10.2	5.5	1.8	6.2	-2.1	5.0	-11.0	-2.8	-36.4	-3.2
CC1O[C@@H](O[C@H](C)CC[C@@H](C)O)C(O)C[C@H]1O (stereo not given in full)	-26.4	-4.4	1.9	7.5	-5.9	15.8	8.2	6.1	7.6	-3.9	-9.1
C=CCOC(=O)CCP(=O)(CCC(=O)OCC=C)c1ccccc1	2.4	3.6	12.0	2.4	-4.7	-4.5	-6.5	-19.1	6.4	5.9	-13.6
CCCCNC(=O)c1ccc2nc(CC)c(N(CC)CCOC)n2c1	-8.6	1.0	9.1	-25.0	1.8	9.7	-5.6	x	4.1	12.9	-6.1
COc1ccc(OC)c(NC(=O)c2cccc(Cn3cc(Br)c([N+](=O)[O-])n3)c2)c1	-22.3	11.7	32.8	21.4	1.2	9.5	-6.3	-4.9	0.4	3.9	-3.8
CC1(C)CC(=O)C2=C(C1)OC(N)=C(C#N)C21CCN(Cc2ccccc2)CC1	-4.4	2.1	-8.5	1.0	19.4	11.0	15.2	-4.0	-2.7	-2.9	8.6
Cc1ccc(NC2CCCN(C(=O)c3ccccc3-c3ncc[nH]3)C2)cc1C (stereo not given)	16.1	9.5	-4.8	8.8	10.1	8.8	-1.8	7.0	-1.0	11.2	-6.7
COc1ccc(CN2C(=O)C(CC(C)C)Nc3ncnc(N4CCCCC4)c32)cc1 (stereo not given)	15.5	-10.5	-24.8	-0.4	-4.0	-12.2	3.0	-2.2	-16.1	8.3	-19.3
COc1ccccc1OCCCN1C(=O)C(=O)c2cccc(C)c21	31.4	-9.2	-17.2	-20.8	-0.9	-15.5	7.1	-2.1	7.1	-17.9	9.5
Cc1ccc(-c2cc(C(=O)Nc3ccccn3)c3ccccc3n2)o1	-11.1	-5.5	-3.4	0.7	7.1	-3.5	3.8	-10.0	-8.9	-10.1	7.4
O=C(O)CCC(=O)Nc1ccc(C(=O)OCC(=O)c2ccc(Cl)cc2)cc1	13.6	1.4	3.1	-5.0	-11.0	-6.8	-1.6	-4.1	-3.6	-2.1	12.7
COc1ccc(CCNCC(O)COc2ccc(OC)cc2C(C)(C)C)cc1 (stereo not given)	12.6	-2.8	-10.8	-5.2	2.7	-2.1	-14.2	3.8	19.2	-24.5	-1.7
O=C(NC(=S)NCCOCc1ccc(Cl)cc1)c1cccnc1	-3.9	-1.9	3.9	14.1	15.4	-6.7	-1.1	27.2	7.2	3.5	8.3
[O-]c1n[n+](-c2ccc(Cl)cc2)cc2ccccc12	-3.3	-6.8	5.0	-9.1	-4.8	10.6	-24.1	-15.5	1.6	-9.1	-2.6
COc1ccc(CCNC(=O)c2cnc(C)cn2)cc1	14.7	-0.8	0.5	-4.6	-17.6	-6.6	6.5	-4.8	-2.6	-23.9	0.8
CCCn1nnc(NC(=O)/C=C/c2ccc(C(C)C)cc2)n1	-2.0	-3.1	-29.6	4.9	-0.2	-1.5	-35.1	-14.7	8.9	-35.2	3.4
CCNC(=O)CC1C(=O)N(c2ccc(F)cc2)C(=O)N1CCC(C)C (stereo not given)	17.7	6.0	-10.3	-29.3	6.2	-2.4	-2.4	4.9	-2.6	-3.0	-12.5
COc1ccc(S(=O)(=O)N2CCCC2CNC(=O)C(=O)NCc2ccc3c(c2)OCO3)cc1 (stereo not given)	5.5	7.3	8.2	11.5	18.5	-17.9	13.1	2.2	10.5	-2.5	8.1

Screening data: PubChem BioAssay, several laboratories
